# Screens (PubChem BioAssay)
# PKA-R2B act: activates the human PKA-R2B holoenzyme complex; 340,000 tested, 0.079% active; PKA-R2B holoenzyme dissociation, Cy5-IP20 fluorescence polarization; R2B truncated from residue 108, S112A mutant; 0% DMSO only, 100% 113 µM cGMP; activation, % at 11.4 µM; P22694+P31323;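 active = activation above a cutoff set at the mean over all compounds plus 3 SD, cut at about 18% in these data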;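 also: higher means more holoenzyme dissociation and a rise in polarization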
# CDK5 inh: blocks human CDK5/p35 kinase activity; inhibition, % at 10 µM; 330,000 tested, 0.01% active; Q00535+Q15078; Recombinant CDK5/p35, ADP-Glo luminescence, 60 min;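 active = highest replicate inhibition of at least 50% and at least 75% of replicates reaching 50%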;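 also: plate controls were DMSO neutral control for no effect and GW8510 at 10 µM for full effect; many of its hits are not listed in these tables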
# Target sequence (Q00535 whole entry, looked up): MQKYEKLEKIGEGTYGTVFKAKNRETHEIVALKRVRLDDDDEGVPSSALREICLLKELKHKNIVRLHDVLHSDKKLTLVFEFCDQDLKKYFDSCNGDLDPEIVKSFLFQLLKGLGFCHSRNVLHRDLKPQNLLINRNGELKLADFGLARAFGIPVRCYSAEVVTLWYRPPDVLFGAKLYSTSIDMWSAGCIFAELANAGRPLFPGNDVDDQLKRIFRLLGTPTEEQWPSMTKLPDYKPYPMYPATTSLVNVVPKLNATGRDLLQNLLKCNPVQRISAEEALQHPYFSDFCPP
# Target sequence (Q15078 whole entry, looked up): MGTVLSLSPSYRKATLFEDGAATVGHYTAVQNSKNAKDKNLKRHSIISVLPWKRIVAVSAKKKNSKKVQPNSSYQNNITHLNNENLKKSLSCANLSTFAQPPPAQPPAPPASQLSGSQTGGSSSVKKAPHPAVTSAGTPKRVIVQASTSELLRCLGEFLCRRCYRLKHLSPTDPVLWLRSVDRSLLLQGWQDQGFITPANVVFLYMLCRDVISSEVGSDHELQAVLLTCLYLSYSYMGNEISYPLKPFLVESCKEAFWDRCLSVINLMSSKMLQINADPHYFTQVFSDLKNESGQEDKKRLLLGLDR
# E coli growth: counter-screen for AddAB inhibitors: E. coli growth inhibition | 330,000 tested, 0.27% active | inhibition, % at 11.9 µM | E. coli V3065 growth, OD600 absorbance, 18 h;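 active = inhibition above the campaign's mean inhibition across all tested compounds plus 3 SD, cut at about 9.9% in these data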;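 also: uninfected addAB+ strain grown without phage in ampicillin broth; 0% = DMSO wells and 100% = ciprofloxacin 0.95 µg/ml wells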
# HTR5A inv ctr: inverse agonist of human HTR5A in OPRM1-OPRD1 counter-screen; 340,000 tested, 0.083% active; P47898; inhibition, % at 9.3 µM; HTR5A cell line, luminescence, inverse agonism; in the data active = inhibition mostly above about 23%, no sharp cut-off; inactive = mostly below about 18%;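 also: 0% = cells with DMSO and 100% = no-cell wells with DMSO; some compounds called inactive have numbers as strong as hits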
# Target sequence (P47898 whole entry, looked up): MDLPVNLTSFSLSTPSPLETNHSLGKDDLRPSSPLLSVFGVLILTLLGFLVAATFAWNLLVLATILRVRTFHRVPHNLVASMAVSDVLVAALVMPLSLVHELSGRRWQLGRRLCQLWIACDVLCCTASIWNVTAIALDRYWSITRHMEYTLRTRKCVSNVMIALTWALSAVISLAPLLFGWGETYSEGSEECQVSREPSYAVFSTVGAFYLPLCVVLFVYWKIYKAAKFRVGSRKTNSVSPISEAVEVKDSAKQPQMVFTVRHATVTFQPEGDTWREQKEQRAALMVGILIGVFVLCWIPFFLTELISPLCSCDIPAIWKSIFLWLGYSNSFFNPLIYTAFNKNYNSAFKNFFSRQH
# Tat transport: inhibitors of E. coli Tat protein transport. E. coli MC4100 TorA-mCherry Tat export, fluorescence. inhibition, % at 10 µM. 340,000 tested, 0.036% active. AID 488895;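 active = mean replicate inhibition at least 50% and at least half of replicates individually reaching 50%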;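 also: exported cargo escapes ClpAP degradation while cytoplasmic cargo is degraded and loses fluorescence; 0% = median of neutral control wells and 100% = median of NaSCN control wells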
# Mot1-301 SUMO: SUMOylation pathway inhibition by Mot1-301 growth rescue; S. cerevisiae Mot1-301 growth rescue, ATP luminescence, 38.5C; percent above DMSO median, 100 means doubled; growth rescue, % at 18.8 µM; 320,000 tested, 1% active; AID 2716;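 active = every valid replicate shows activation above 250% relative to neutral control wells; inactive = the rest, any valid replicate at or below 250%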;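 also: OY570 slx delta 5 strain wells were the positive control but not used for scaling; some compounds called inactive have numbers as strong as hits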
# phage Ecoli inh: E. coli growth loss with phage present. growth absorbance. inhibition, % at 11.9 µM. 360,000 tested, 0.26% active. AID 651602; in the data active = inhibition above about 11%
# AddAB inh: less growth of phage-infected E. coli with AddAB | inhibition, % at 11.9 µM | 330,000 tested, 0.29% active | E. coli expressing H. pylori AddAB, absorbance growth; in the data active = inhibition above about 12%;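 also: 0% = vehicle wells of infected cells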
# DAGLB inhibitor: blocks human DAGLB lipase activity; Q8NCG7; HEK293T DAGLB membrane lysate, EnzChek fluorogenic substrate; inhibition, % at 5.17 µM; 340,000 tested, 0.059% active; AID 504411; in the data active = inhibition above about 34%;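 also: 0% = enzyme with vehicle and 100% = wells lacking enzyme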
# HTR5A ag: counter-screen for OPRM1-OPRD1 agonists: human HTR5A agonism. P47898. HTR5A agonist assay, luminescence, cell-based. activation, % at 9.3 µM. 340,000 tested, 0.61% active. AID 504692; in the data active = activation mostly above about 9.5%, no sharp cut-off; inactive = mostly below about 7.6%;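 also: 0% = cells with vehicle only and 100% = reference agonist; strong numbers were not always called active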
# PKA-R1A act: activators of PKA-R1A complex; PKA-R1A dissociation, Cy5-IP20 fluorescence polarization; scaled: DMSO 0%, 113 µM cGMP 100%; activation, % at 11.4 µM; 340,000 tested, 0.083% active;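 active = percent activation above the mean of all tested compounds plus 3 SD, cut at about 19% in these data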;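 also: higher means more PKAc released from R1A so a rise in polarization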
# An asterisk follows results filed as active; / = no result given.
No.	SMILES	PKA-R2B act	CDK5 inh	E coli growth	HTR5A inv ctr	Tat transport	Mot1-301 SUMO	phage Ecoli inh	AddAB inh	DAGLB inhibitor	HTR5A ag	PKA-R1A act
1	CCOc1ccc(-c2csc(C3COc4ccccc4O3)n2)cc1 (stereo not drawn)	0	1.3	-1.5	7	-5	45	1.1	1.1	-6	0	3
2	CC(=O)c1ccc(NC(=O)CN2CCC(C(=O)c3ccc(F)cc3)CC2)cc1	1	0.5	-0.6	6	0	27	-0.5	2.2	-1	-2	-12
3	O=C/C(=C\Nc1ccc(C(=O)N2CCOCC2)cc1)c1nc2ccccc2o1	-6	0.4	1.1	8	3	-14	2.6	-0.2	0	-3	-6
4	CCCCOc1cccc(C(=O)NC(=S)Nc2ccc(Cl)c(C(=O)O)c2)c1	-10	0.7	-0.2	-19	3	-1	2.4	-1.9	4	2	-1
5	O=C(O)c1cc(-c2ccccc2)nc(-c2ccccc2)c1	-7	1.7	-1.3	-2	5	-1	0.8	1.1	8	1	-5
6	Cc1nc(-c2cccc(NC(=O)c3ccc(-n4nccc4C)cc3)c2)cs1	-7	-0.6	-0.3	-6	-3	7	2.4	0.8	-3	2	-2
7	CCOC(=O)Cc1csc(NC(=S)NC(=O)c2ccc([N+](=O)[O-])cc2)n1	-4	-0.8	-0.9	6	-1	-19	3.7	3.6	-2	1	3
8	S=C(NC1CCCC1)NN1CCOCC1	-17	-1.1	0.9	12	-1	76	5.0	1.2	1	-4	-1
9	N#Cc1ccccc1NC(=O)CN(Cc1ccccc1)Cc1ccccc1	3	0.1	-1.1	-4	10	-25	0.4	3.1	-12	0	-5
10	Cc1nnc(NC(=O)CN2C(=O)NC3(CCCC3)C2=O)s1	6	0.4	-3.7	-3	3	9	3.7	-1.5	0	1	5
11	C=CCc1ccc(OCCOc2cccc3ccc(C)nc23)c(OC)c1	7	-1.5	-2.0	-7	5	9	-1.5	0.3	-5	-2	-10
12	O=C(CN1C(=O)NC2(CCCCCCC2)C1=O)NCc1cccs1	7	0.7	0.1	4	4	-9	2.4	4.4	-1	-2	2
13	CN1CCN(C(=O)c2ccc3nc(-c4ccccc4)c(-c4ccccc4)nc3c2)CC1	-5	-0.3	-0.9	-7	-5	16	2.1	-3.3	2	6	2
14	CCC/C(=N/NC(=O)c1csc(C)c1C)c1ccc(Cl)s1	-16	0.3	-6.1	4	-2	-18	1.1	-0.8	-7	-5	4
15	COc1ccc2[nH]c3c(c2c1)CCN1C(=O)C(CC(=O)NCCC2=CCCCC2)C[C@H](C(=O)N2CCOCC2)[C@@]31CCC1CCCC1 (stereo partly drawn)	-1	0.4	0.2	3	-2	/	2.7	1.1	-1	-1	-3
16	c1ccc(CCC2Cc3ccccc3N2)cc1 (stereo not drawn)	-1	0.0	-1.3	-29	-4	-20	3.1	1.2	-7	-3	-16
17	Cc1c(C(=O)N2CCCC2)c(S(=O)(=O)N2CCN(c3ccccc3F)CC2)c(C)n1C	-9	0.4	-0.3	8	1	173	4.0	2.0	-1	1	-4
18	Nc1nc(Cl)cc(Oc2ccc(Cl)cc2)n1	-1	2.0	1.4	2	3	-1	0.8	0.3	-4	13	1
19	CC1Sc2n(c3ccccc3[n+]2C)N=C1c1ccccc1 (stereo not drawn)	8	/	-1.1	6	2	-5	5.1	5.0	-2	1	-11
20	COc1ccccc1N(CC(=O)N(CC(C)C)CC(C)C)S(=O)(=O)c1cccs1	-4	-3.2	-0.2	-13	-1	-8	3.0	-1.3	-3	6	1
21	O=C1C(Cl)=C(N2CCC(C(=O)O)CC2)C(=O)c2ccccc21	6	0.9	-3.9	0	-4	-4	/	-1.1	-2	-1	-10
22	COc1cccc(C(=O)O/N=C(\N)c2ccc([N+](=O)[O-])cc2)c1	5	0.0	-1.1	-4	-2	-9	1.3	0.7	-6	2	6
23	O=c1[nH]cnc2c1C(c1ccccc1)c1c(nc[nH]c1=O)O2	-5	-1.6	/	-4	-1	/	5.0	/	0	1	7
24	CCOC(=O)C1CCN(c2ccc(-c3cccs3)nn2)CC1	5	20	-2.9	-5	-5	-48	-6.6	-1.0	-2	1	9
25	Cc1cccc(C)c1N=C1SC(CC(=O)Nc2c(C)cccc2C)C(=O)N1CCc1ccccn1 (stereo not drawn)	-15	-1.4	0.5	14	2	468*	2.9	2.3	-15	-5	2
26	O=C1NC(=O)/C(=C/c2ccc(-c3cccc([N+](=O)[O-])c3)o2)S1	-5	1.6	/	0	3	35	-1.4	/	3	0	2
27	O=c1[nH]cnc2c1nc(SCc1ccccc1)n2C1OC(CO)C(O)C1O (stereo not drawn)	-1	-2.1	-3.5	-27	-4	9	-0.1	-2.1	0	4	-4
28	Cc1coc2c(C)c3oc(=O)c(CCC(=O)N4CCC(C(=O)NCCCC(=O)O)(c5ccccc5)CC4)c(C)c3cc12	4	/	-2.4	0	4	12	4.2	-3.5	2	0	-6
29	CCOC(=O)CNC(=O)CN1C(=O)CC(c2ccco2)Sc2ccccc21 (stereo not drawn)	-8	-0.4	-1.3	-5	-5	24	-2.3	-0.5	0	1	-2
30	O=C(OCc1cnc(Cl)s1)c1cccc(Cl)c1	-5	-0.5	0.5	0	-2	-9	1.4	2.8	-5	-2	-1
31	CN(c1ccc(C(=O)Nc2cccnc2)cc1)S(=O)(=O)c1ccc(Cl)cc1	7	2.1	-0.7	13	-7	-13	3.2	1.8	0	2	2
32	CCOC(=O)Cn1c(=O)oc2cc(S(=O)(=O)Nc3cc(OCC)ccc3OCC)ccc21	-6	0.5	-0.5	-11	-6	56	2.0	0.2	-3	2	15
33	Cc1c2cnn(-c3ccccc3)c(=O)c2c(C)n1CCCC(=O)NCCN1CCN(C)CC1	4	-1.4	0.0	-3	17	-3	-2.4	3.0	1	1	-1
34	Cc1cc(C)cc(C(=O)NCC(=O)OC(C)C(=O)N(C)c2ccccc2)c1 (stereo not drawn)	-8	0.5	-0.1	-3	0	/	2.6	1.9	2	9	-12
35	Cc1ccccc1N1CC(C(=O)NC2CCCC2)CC1=O (stereo not drawn)	2	-2.0	-0.2	-28	7	-4	0.1	5.4	-3	7	9
36	Cc1ccccc1N(C(=O)c1cccs1)c1nc2ccccc2s1	1	0.7	0.7	-16	8	25	2.2	2.1	-5	3	8
37	CCS(=O)(=O)n1nc(C(=O)N2CCOCC2)nc1N	6	2.0	-2.0	-16	2	-9	2.3	-2.2	-1	2	12
38	COc1ccc(-c2ccc(C(=O)O)o2)c([N+](=O)[O-])c1	-12	-7.2	1.4	0	-5	2	4.1	-1.5	-1	-4	5
39	COc1cccc(NC(=S)N(CCc2nc3cc(C)c(C)cc3[nH]2)Cc2cccnc2)c1	-6	-1.0	2.7	-10	10	2	3.4	2.6	2	4	-5
40	CCN(CC)S(=O)(=O)c1cc(NC(=O)COC(=O)Cn2cnc3ccccc32)ccc1C	-8	0.9	1.3	2	3	400	0.1	1.6	-2	-1	2
41	Cc1cc(C)c(NC(=O)C2CCCN2CCOC(=O)c2ccccc2)c(C)c1 (stereo not drawn)	-5	0.6	-2.7	-28	-1	-13	3.4	-2.2	-7	5	2
42	Cc1ccc(CN2C(=O)C(C)Nc3ncnc(N4CCN(c5ccccn5)CC4)c32)cc1 (stereo not drawn)	0	-1.2	-2.5	56*	-2	63	0.6	2.6	1	-17	-5
43	COc1cc(NC(=O)COC(=O)CO/N=C(\C)c2ccc3c(c2)OCO3)cc(OC)c1	0	-0.2	-2.3	13	0	17	0.1	-3.8	-14	-5	4
44	CCCCCC(=O)NNC1=NCC(Cc2cccc(Cl)c2)S1 (stereo not drawn)	10	-1.2	-2.5	20	-7	734*	-1.5	0.8	0	0	-3
45	C=CCC[C@H](Cc1ccc(F)cc1)C(=O)OC[C@H]1CCCN1C(=O)[C@@H](CC=C)CC(=O)NCCO	-10	-1.4	-4.7	10	5	/	2.1	-0.3	-2	-3	-4
46	Cc1ccc(OCCC(=O)OCC(=O)Nc2ccc(N3CCOCC3)cc2)cc1	-2	-0.2	2.0	-19	-3	0	4.0	4.8	-1	6	-6
47	NS(=O)(=O)c1ccc(N=Nc2ccc(=O)[nH]c2O)cc1	6	3.2	-3.1	5	-16	1	-0.3	-3.7	2	-1	9
48	COc1ccccc1OC1=NS(=O)(=O)c2ccccc21	3	-0.4	-1.9	-11	-6	485	0.9	2.5	-2	2	-1
49	COc1ccc(NC(=O)CCc2nnc3ccc(NCc4ccco4)nn23)cc1	0	-0.3	-1.4	-6	-4	13	3.0	1.2	2	0	-4
50	CCOc1ccccc1C(=O)NC(C(=O)NCc1ccccc1OC)C(C)C (stereo not drawn)	-3	-1.2	0.6	3	4	-13	2.0	4.4	1	5	-8

# Other records.
No.	SMILES	PKA-R2B act	CDK5 inh	E coli growth	HTR5A inv ctr	Tat transport	Mot1-301 SUMO	phage Ecoli inh	AddAB inh	DAGLB inhibitor	HTR5A ag	PKA-R1A act
51	CCCCCCCCN1N=N[C@H]2[C@H]1[C@@H]1C[C@H]2N(C(=O)OC(C)(C)C)O1	-3	-0.7	-0.7	5	5	/	3.4	-1.7	-5	-1	-1
52	Cc1cc(N2CCOCC2)nc2ccc(NC(=S)NCc3ccc4c(c3)OCO4)cc12	-10	-0.4	-1.6	19	-1	-23	2.6	3.0	2	-3	1
53	O=C(/C=C/c1ccccc1)N/C(=C/c1ccccc1)C(=O)NCCO	-4	-2.6	-1.1	18	-13	-5	2.9	2.4	-1	-7	-5
54	Clc1ccc(-c2nc3ccccc3nc2-c2ccccc2)cc1	-10	-0.4	0.6	-12	1	-1	3.9	2.1	-7	5	-7
55	CCN(CC(=O)NC1CCS(=O)(=O)C1)S(=O)(=O)c1ccc(F)cc1 (stereo not drawn)	-6	0.9	0.7	-19	3	-8	1.6	1.0	-1	0	-7
56	O=C(Oc1cccc(Oc2ccccc2)c1)N1CCOCC1	-7	-1.1	1.4	-6	-1	-20	1.1	2.0	-3	5	-4
57	O=C(NC(=S)Nc1cc(C(F)(F)F)ccc1Cl)c1ccccc1	4	0.1	0.5	-12	-4	-6	1.1	0.0	-11	-2	8
58	COc1ccc(CNC(=O)Cn2cnc3c(=O)n(C)c(=O)n(C)c32)cc1	6	-0.6	-2.2	/	4	-19	1.1	0.0	-4	/	7
59	COc1ccc(-n2cnnc2SCC(=O)c2ccc(S(=O)(=O)N3CCOCC3)cc2)cc1	3	-1.1	-1.4	-39	-2	142	2.4	1.4	0	-3	-5
60	COc1cc(CNc2ncn[nH]2)ccc1OCc1cccc(C)c1	4	0.7	1.2	-17	-1	-10	3.3	1.5	-5	2	-3
61	CC12CCC(=O)N1C(C(=O)Nc1ccc(Br)cc1Cl)CS2 (stereo not drawn)	0	-0.6	0.3	8	-3	-11	-0.3	1.2	-2	0	3
62	O=C(O)Cc1sc(-c2ccccc2)nc1-c1ccccc1	2	-1.1	-1.1	4	0	280	2.2	0.2	0	-2	-2
63	O=C1C=C(N2CCN(C3=CC(=O)CCC3)CC2)CCC1	-5	-2.7	0.9	-14	-2	-5	4.3	1.1	1	-3	-2
64	O=C(NCc1ccccc1Cl)C1CCN(S(=O)(=O)N2CCCCC2)CC1	4	4.2	1.7	-11	-2	-17	-2.5	3.7	-1	0	1
65	COc1ccc(CCN2C(=O)CC(Cc3ccc(Br)cc3)C2=O)cc1OC (stereo not drawn)	1	0.4	-2.3	-3	-4	21	1.4	4.1	-2	-6	-1
